HTRA1 inh: HTRA1 (human) protease inhibition; inhibition, % at 5.96 µM; 340,000 compounds, 0.5% hits; recombinant HTRA1, FP-rhodamine activity-based probe, fluorescence polarization; Q92743; in the data active = inhibition above about 36%;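 also: 0% = enzyme with DMSO and 100% = wells lacking enzyme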
rCAG binder: r(CAG) repeat RNA binding. TO-PRO-1 dye displacement fluorescence. inhibition, % at 3 µM. 370,000 compounds, 1.3% hits. AID 651821;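 active = inhibition above the plate cutoff, the mean of all test compounds on that plate plus 3 SD, cut at about 35% in these data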;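 also: 0% = DMSO alone and 100% = 100 µM mitoxantrone as full dye displacement; higher means more dye released from RNA so lower well fluorescence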
ARFGAP1 inhibitor: inhibitors of rat ARFGAP1. Arfgap1-stimulated ARF1 GTP hydrolysis, GDP FP detection. 360,000 compounds, 0.26% hits. AID 651572. inhibition, % at 16.5 µM. Q62848;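 active = inhibition above a per-plate limit, mean inhibition of low control wells plus 3 SD, cut at about 25% in these data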;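 also: 0% = DMSO wells with enzyme and 100% = wells lacking Arfgap1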
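Material: rat Arfgap1 GAP domain (His6, aa 1-136), purified enzyme. Also added: human ARF1(Δ1-17)-GTP substrate. Compound dosing: 16.5 µM single point, 1.26% DMSO. Timing: enzyme reaction 120 min at 25 °C after 20 min preincubation. Signal: GDP detection by fluorescence polarization. Read-out basis: percent inhibition of GAP-stimulated GDP formation, scaled between DMSO and no-Arfgap1 medians.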
NPR1 activator: GC-A (human) enzyme activation | P16066 | HEK293 GC-A cells, cGMP TR-FRET, EC30 ANP; 0% at EC30 ANP, 100% saturating ANP | activation, % at 10 µM | 370,000 compounds, 0.14% hits | AID 1671463; in the data active = activation above about 40%
mABHD4 FP: ABHD4 (mouse) inhibition, primary FP screen; purified mABHD4, FP-Rh probe fluorescence polarization; AID 720543; inhibition, % at 8.92 µM; 370,000 compounds, 0.54% hits;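 active = inhibition exceeding the mean over every tested compound plus 3 SD, cut at about 30% in these data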;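 also: 0% = plate median of compound wells and 100% = S159A mutant with DMSO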
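system = mouse ABHD4 enzyme, wild type | medium = HEPES pH 7.0, NaCl, Pluronic buffer | also added = FP-Rh probe | incubation = Enzyme–compound pre-incubation 45 min, then probe 60 min, both 25 °C | technique = fluorescence polarization, excitation 525 nm, emission 598 nm, BODIPY TMR filters | controls = S159A mutant high control, sample median low control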
NR1D1 modulator: Rev-erb alpha (human) modulation. P20393. Rev-erbα–FITC-DNA binding, fluorescence polarization, 90 min. activity, % at 10 µM. 370,000 compounds, 0.79% hits. AID 1259318;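 active = activity above about 14%, limit read from the data; passing the limit was not always enough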;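 also: 0% = DMSO wells with 35 nM protein and 100% = DMSO wells with 750 nM protein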
ASAP1 GAP inh: inhibitors of human ASAP1 ArfGAP activity. Q9ULH1. ASAP1-stimulated ARF1 GTP hydrolysis, GDP FP detection. inhibition, % at 16.5 µM. 360,000 compounds, 0.19% hits. AID 624377; in the data active = inhibition above about 25%;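 also: 0% = vehicle with enzyme and substrate and 100% = no enzyme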
GC-B act: GC-B (human) receptor activation. P20594. activation, % at 10 µM. HEK293-GC-B cells, CNP EC30, cGMP TR-FRET; 0% at EC30 CNP, 100% saturating CNP. 370,000 compounds, 0.11% hits;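 active = activation at 10 µM reaching about 35% in either raw or pattern-adjusted values, limit read from the data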
Target sequence (P20594 whole entry, looked up): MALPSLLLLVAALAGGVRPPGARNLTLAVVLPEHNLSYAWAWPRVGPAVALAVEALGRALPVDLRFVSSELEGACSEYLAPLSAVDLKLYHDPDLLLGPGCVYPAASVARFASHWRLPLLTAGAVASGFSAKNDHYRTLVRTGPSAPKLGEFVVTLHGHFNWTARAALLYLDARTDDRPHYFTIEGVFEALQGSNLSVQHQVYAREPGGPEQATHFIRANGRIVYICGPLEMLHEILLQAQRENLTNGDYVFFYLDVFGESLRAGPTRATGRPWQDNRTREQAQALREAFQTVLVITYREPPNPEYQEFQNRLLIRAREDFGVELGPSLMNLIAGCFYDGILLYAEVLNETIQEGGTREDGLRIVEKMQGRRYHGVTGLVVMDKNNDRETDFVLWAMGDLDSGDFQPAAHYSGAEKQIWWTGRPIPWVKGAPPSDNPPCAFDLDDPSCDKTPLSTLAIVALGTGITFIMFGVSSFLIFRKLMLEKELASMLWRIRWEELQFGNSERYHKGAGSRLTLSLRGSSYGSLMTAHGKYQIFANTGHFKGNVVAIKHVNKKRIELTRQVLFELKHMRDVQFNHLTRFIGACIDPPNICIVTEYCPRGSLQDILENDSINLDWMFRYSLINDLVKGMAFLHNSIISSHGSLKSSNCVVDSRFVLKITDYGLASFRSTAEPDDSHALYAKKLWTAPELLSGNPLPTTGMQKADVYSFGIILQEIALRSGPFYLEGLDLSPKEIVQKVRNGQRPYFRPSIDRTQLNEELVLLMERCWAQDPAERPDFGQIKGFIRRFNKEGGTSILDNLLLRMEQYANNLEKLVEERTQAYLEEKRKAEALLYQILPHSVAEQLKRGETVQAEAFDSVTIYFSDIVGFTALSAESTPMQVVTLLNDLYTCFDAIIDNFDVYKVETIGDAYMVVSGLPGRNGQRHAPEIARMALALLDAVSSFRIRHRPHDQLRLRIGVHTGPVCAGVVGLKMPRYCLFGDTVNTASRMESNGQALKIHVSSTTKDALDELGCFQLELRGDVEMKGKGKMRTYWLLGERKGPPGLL
SMARCA2 activ: activators of SMARCA2 function. MG213 cells, MMTV-luciferase reporter, dexamethasone, overnight. 370,000 compounds, 1% hits. activation, % at 9.1 µM; in the data active = activation above about 7.8%;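 also: 0% = vehicle wells and 100% = reference activator wells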
PG9 binder: small molecules binding HIV-1 gp120 antibody PG9 | inhibition, % at 6.7 µM | TR-FRET gp120-PG9 antibody binding | 360,000 compounds, 0.43% hits; in the data active = inhibition above about 8.5%
* = called active by the depositor; . = no result given; & = joins results of further samples.

SMILES	HTRA1 inh	rCAG binder	ARFGAP1 inhibitor	NPR1 activator	mABHD4 FP	NR1D1 modulator	ASAP1 GAP inh	GC-B act	SMARCA2 activ	PG9 binder
CN(CC(=O)Nc1c(Cl)cccc1Cl)C(=O)Cn1[nH]c(=O)c2ccccc2c1=O	-4	0	0	-2	-6	3	2	1	2	-2.0
COc1ccc(CN2C(=O)C(C)Nc3ncnc(N4CCN(c5ccccc5)CC4)c32)cc1 (stereo unspecified)	-17	6&13	10&5	0&-3	0&-5	4&2	2&-5	-1&-5	-1&1	-1.1&-1.7
CCNC(=O)Nc1cc2nc(C)n(Cc3ccc(Br)cc3)c2nc1C	3	-2	8	0	-1	-10	10	2	0	-0.8
O=C1CC(N2C(=O)/C(=C/C=C/c3ccccc3)SC2=S)C(=O)N1c1ccccc1 (stereo unspecified)	-16	9	-16	-4	-10	-2	4	-1	-1	-1.6
Cc1ccccc1NC(=O)c1cccc(C(F)(F)F)c1	0	0	-4	2	4	4	-6	2	8.2*	1.1
Cc1cc(C(=O)CCC(=O)Nc2ncccc2C)c(C)s1	-17	11	-10	0	4	-3	-9	1	-2	-0.7
Cc1cc(/C=N/NC(=O)COc2cccc3cccnc23)c(C)n1-c1ccc(O)cc1	2	-2	-1	-1	3	0	3	3	-5	1.9
COc1ccc(CN(C)C(=O)c2cccc(S(=O)(=O)N3CCCc4ccccc43)c2)c(OC)c1OC	-10	1	0	-5	5	0	-21	2	-2	-1.4
Cc1ccc(C(C)C)c(OCC(=O)Nn2c(=O)[nH]c3ccccc3c2=O)c1	-5	0	1	-3	-4	0	-6	4	-1	-1.6
O=C(O)c1c[nH]ccc1=O	-2	-2	-5	0	-1	-7	-5	5	-2	-2.8
FC(F)(F)c1cccc(CN2CCN(c3ncccn3)CC2)c1	2	-5	10	3	13	7	-6	7	-5	1.3
OC(CNCc1ccccc1)(c1ccc(F)cc1)c1ccc(F)cc1	-6	-5	-1	-25	7	0	-10	-17	-4	-0.2
O=C(O)CP(=O)(c1ccccc1)c1ccccc1	6	3	-3	5	-2	6	-9	10	0	-2.7
CCN(CC)CCCNC(=O)c1cc(-c2ccc(Cl)cc2)on1	-6	1	3	6	-1	-1	-5	3	-3	1.8
O=C(c1ccc(Cl)cc1)N1CCN(C(=O)C2CCCCC2)CC1	6	-9	-6	2	2	4	-14	2	-4	-0.1
Cc1onc(-c2c(Cl)cccc2Cl)c1C(=O)N1CCN(c2ccc(F)cc2)CC1	-2	-4	-23	-2	-5	-2	3	-5	-2	-0.4
CC(C)c1ccc(OCc2ccc(C(=O)N3CCN(c4ccccn4)CC3)cc2)cc1	-16	2	8	5	1	0	12	0	0	1.5
CC1CCN(C(=O)CCc2ccc(Oc3cc([N+](=O)[O-])cc([N+](=O)[O-])c3)cc2)CC1	-4	4	-2	-1	14	5	15	-5	-4	-1.5
N#Cc1cn(CCCOc2ccccc2)c2ccccc12	-30	2	5	-10	-4	5	1	-18	0	-0.4
CCc1ccc(NC(=S)NC(=O)c2c(-c3ccccc3Cl)noc2C)cc1	-2	6	3	2	-8	2	14	3	5	-0.5
CCOC(=O)N1CCN(c2ccc(F)cc2[N+](=O)[O-])CC1	-3	6	2	-4	9	6	7	-6	2	-0.8
O=C(Cn1cc(C(F)(F)F)ccc1=O)N/N=C/c1ccc(Cl)cc1	-5	-4	-3	2	-6	5	9	2	-2	-3.3
Cc1cc(C)n(-c2ncnc3sc4c(c23)CC(C)CC4)n1 (stereo unspecified)	-9	-6	6	-3	0	0	-1	1	-3	3.6
O=C(NCc1ccccc1)C1C(c2ccccc2)=Nc2ccccc2N1C(=O)c1cccnc1 (stereo unspecified)	.	3	2	-4	-3	2	-1	1	-3	-0.6
Cc1ccc(S(=O)(=O)NC(CC(=O)NCC2CCCO2)c2ccccc2)cc1 (stereo unspecified)	-2	-8	7	-1	-1	-4	-10	-3	3	-0.9
COc1ccc(NC(=O)CCc2nc3ccccc3c(=O)[nH]2)cc1S(=O)(=O)N1CCCCC1	-6	5	-8	-7	4	-8	-9	-4	-2	1.2
Cc1cccc(C(=O)N2CC(=O)Nc3ccc(F)cc3C2c2ccc(F)cc2)c1 (stereo unspecified)	-6	-2	2	-10	-3	-1	-16	-2	-1	-2.0
COc1ccc(N2C(=O)c3cccc4c(N(C)CCO)ccc(c34)C2=O)cc1	2	-51	-6	3	5	42*	-2	1	0	-2.9
CC(O)/C=C/C1OC(=O)CC1Nc1ccc(C=O)cc1 (stereo unspecified)	-3	7	-7	1	-2	-2	1	2	0	2.2
COc1ccc(C(=O)N[C@H](C(=O)OCC(=O)NC(=O)c2cccn2C)C(C)C)cc1	4	-5	-1	-6	-3	-3	-10	0	-1	0.4
Cc1ccccc1NC(=O)Nc1c(C)n(C)n(-c2ccccc2)c1=O	3	0	8	3	4	-2	1	-2	-3	1.8
Cc1cc(=O)oc2cc(NC(=O)CN3C(=O)NC(C)(c4ccccc4)C3=O)ccc12 (stereo unspecified)	-13	12	-7	-3	-2	-3	0	-5	-4	-0.8
O=c1[nH]c2cccnc2n1-c1ccc([N+](=O)[O-])cc1	-1	3	-11	2	-1	-2	-5	0	0	-0.2
CC(=O)NCCC(=O)Nc1nc(-c2c[nH]c3ccccc23)cs1	8	9	13	9	-2	7	-1	9	5	-2.0
COCC1CCCN(Cc2cn(-c3ccccc3)nc2-c2ccc3c(c2)OCO3)C1 (stereo unspecified)	-10	-4	-2	-3	3	-2	-9	0	-1	-0.3
CCS(=O)(=O)c1ccc(C=NNc2nc3ccccc3o2)cc1	-8	4	9	7	2	2	1	3	4	-0.1
CCOC(=O)c1sc(NC(=O)C2CC(=O)N(c3ccccc3OC)C2)nc1C (stereo unspecified)	0	2	3	0	-3	-3	-6	1	0	-1.5
Cc1ccccc1Cn1ccc(NC(=O)c2cc3nc(-c4ccco4)cc(C(F)(F)F)n3n2)n1	-12	1	1	0	-2	0	-1	-12	-2	0.3
O=C(Nc1cccc(Cl)c1)NC1CC2CCC1C2 (stereo unspecified)	-5	0	1	1	-18	2	-17	1	1	0.5
Cc1[nH]c(=O)nc(NN=Cc2ccc(Cl)cc2)c1C(=O)Nc1ccc(Cl)cc1	5	5	6	-7	-6	-6	12	-10	4	-1.3
COc1ccc(NC(=O)C2CCN(C(=O)Cc3ccccc3)CC2)cc1OC	-7	-4	7	3	3	1	3	2	-1	-1.7
O=C(Nc1ccccc1)C1=C[C@@H](c2ccc3c(c2)OCO3)C[C@@H](OCCCCO)O1	-15	-2	4	0	-4	-4	0	-3	5	-1.4
CC(CNC(=O)CC(C)(C)C)NC(=O)CC(C)(C)C (stereo unspecified)	0	-1	11	-1	-8	-1	3	2	-2	2.7
CCOCCCNC(=O)c1c(C)[nH]c(C(=O)OCC)c1C	0	-1	3	-1	5	1	-7	7	5	-0.1
C=CCNC(=S)NNC(=O)c1ccc(C)c(Cl)c1	-1	3	-4	2	-8	-4	-12	-2	-2	-2.1
COc1ccc(S(=O)(=O)N2CCOCC2)cc1NC(=O)c1ccc(-n2nc(C)cc2C)cc1	-1	1	1	0	10	-1	7	3	6	1.6
COC(=O)[C@@]12C[C@@H](CC(=O)NCc3cccc4ccccc34)C(=O)N(Cc3cccc4ccccc34)C1=CCC(C)(C)C2	.	4	19	1	4	3	23	2	-2	0.6
Cc1ccc(NC(=O)CN(C)C(=O)COC(=O)COc2ccc(C#N)cc2)cc1	3	-2	-5	0	-2	16	9	1	3	-2.2
O=C(NCC(c1ccco1)N1CCCC1)c1cccc(S(=O)(=O)N2CCCCC2)c1 (stereo unspecified)	6	4	-15	-1	0	11	-9	2	-2	1.5
CCc1ccc(S(=O)(=O)ON2C(=O)c3ccccc3C2=O)cc1	3	0	12	36	2	5	0	20	-2	0.6

More structures follow:
SMILES	HTRA1 inh	rCAG binder	ARFGAP1 inhibitor	NPR1 activator	mABHD4 FP	NR1D1 modulator	ASAP1 GAP inh	GC-B act	SMARCA2 activ	PG9 binder
CCOc1ccc(C(=O)Nc2ccc(N3CCN(C)CC3)cc2)cc1	7	-7	-1	-4	-3	11	-4	-2	3	-3.2
COc1cc(C)cc(OC)c1OCC(=O)Nc1cc(C)on1	-9	1	1	-1	1	5	-9	1	-3	-1.9
CC(=O)c1sc(Nc2ccc(C)cc2)nc1C	-2	-4	12	-3	3	6	1	-1	-2	-0.2
COc1cc(/C=C2/SC(=S)N(CC(=O)Nc3nc4ccccc4s3)C2=O)cc(OC)c1OC	-50	14	8	0	-11	2	8	-1	-1	3.4
CCNC(=O)c1ccccc1NC(=O)C1CC(=O)N(C(C)C)C1 (stereo unspecified)	8	-3	-6	4	1	6	2	3	-1	-1.6
O=C(CN1C(=O)NC(Cc2c[nH]c3ccccc23)C1=O)NCCc1ccc(F)cc1 (stereo unspecified)	-5	-5	9	4	4	-1	4	3	-2	-1.2
CCC(C)Sc1cc(-c2nc3ccccn3c2NC2CCCCC2)ccc1OC (stereo unspecified)	-21	-7&2	3&5	11&8	47*	-1&-1	-4&5	10&5	-3&1	3.2&4.4
Cc1cc(C)n2nc(SCc3nnc(SCCCCl)o3)nc2n1	-6	-5	13	1	-1	-4	3	9	0	-1.0
N#C/C(=N\Nc1ccc(Cl)cc1)C(N)=S	5	3	-1	11	4	6	4	6	-3	-3.0
CN1CCN(C(=O)CSc2nc(-c3ccco3)cc(C(F)(F)F)n2)CC1	-2	-3	9	3	5	6	-9	-1	1	-10
COc1ccc(S(=O)(=O)NCCC(=O)NCc2ccccc2)cc1	3	2	-11	3	-3	-2	8	4	-3	-2.9
Cc1ccccc1CN1CCC(Oc2ccc(C(=O)NCc3ccccn3)cc2)CC1	-3	-8	-5	0	8	-2	-3	3	-2	0.0
COc1ccc(S(=O)(=O)Nc2ccc3c(c2)C(=O)N([C@H](C)CO)C[C@H](C)[C@@H](CN(C)C(=O)Nc2c(C)noc2C)OCCCC[C@H](C)O3)cc1	1	5	-1	0	2	2	0	0	-4	0.6
Cc1ccc(S(=O)(=O)N(C)CC(=O)OCC(=O)N2CCCC2=O)cc1	-3	-3	-1	1	2	-4	13	8	-1	0.8
COc1ccc(C(=O)OCC(=O)NC(Cc2ccccc2)C(C)=O)cc1S(=O)(=O)N1CCCC1 (stereo unspecified)	-3	-4	5	-1	-1	-1	8	2	2	-1.3

Whole records as entered above:
Entry for COc1ccc(C(=O)OCC(=O)NC(Cc2ccccc2)C(C)=O)cc1S(=O)(=O)N1CCCC1 (stereo unspecified) → HTRA1 inh: -3; rCAG binder: -4; ARFGAP1 inhibitor: 5; NPR1 activator: -1; mABHD4 FP: -1; NR1D1 modulator: -1; ASAP1 GAP inh: 8; GC-B act: 2; SMARCA2 activ: 2; PG9 binder: -1.3
Entry for Cc1ccccc1CN1CCC(Oc2ccc(C(=O)NCc3ccccn3)cc2)CC1 → HTRA1 inh: -3; rCAG binder: -8; ARFGAP1 inhibitor: -5; NPR1 activator: 0; mABHD4 FP: 8; NR1D1 modulator: -2; ASAP1 GAP inh: -3; GC-B act: 3; SMARCA2 activ: -2; PG9 binder: 0.0
